Screening data as filed in PubChem.
MEKK3 PB1 HTS – modulators of MEKK3-MEK5 PB1 binding, primary screen, biochemical, wildtype MEKK3, multiplex bead flow cytometry, Alexa488-MEK5; Mitogen-activated protein kinase kinase kinase 3 (Homo sapiens), Q99759; bead-based flow cytometry, Alexa488-MEK5 binding to MEKK3; actives lie on both sides; 0 = blocked by unlabeled MEK5, 100 = vehicle; binding response (% of control), % at 10 µM; 1.4% of 290,000 active;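 active = binding response more than 3 SD above or below the average of its plate-row segment, actives on both sides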;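 also: Alexa488 bead fluorescence after subtracting the streptavidin-only scavenger bead signal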
Target sequence (Q99759 whole entry, looked up): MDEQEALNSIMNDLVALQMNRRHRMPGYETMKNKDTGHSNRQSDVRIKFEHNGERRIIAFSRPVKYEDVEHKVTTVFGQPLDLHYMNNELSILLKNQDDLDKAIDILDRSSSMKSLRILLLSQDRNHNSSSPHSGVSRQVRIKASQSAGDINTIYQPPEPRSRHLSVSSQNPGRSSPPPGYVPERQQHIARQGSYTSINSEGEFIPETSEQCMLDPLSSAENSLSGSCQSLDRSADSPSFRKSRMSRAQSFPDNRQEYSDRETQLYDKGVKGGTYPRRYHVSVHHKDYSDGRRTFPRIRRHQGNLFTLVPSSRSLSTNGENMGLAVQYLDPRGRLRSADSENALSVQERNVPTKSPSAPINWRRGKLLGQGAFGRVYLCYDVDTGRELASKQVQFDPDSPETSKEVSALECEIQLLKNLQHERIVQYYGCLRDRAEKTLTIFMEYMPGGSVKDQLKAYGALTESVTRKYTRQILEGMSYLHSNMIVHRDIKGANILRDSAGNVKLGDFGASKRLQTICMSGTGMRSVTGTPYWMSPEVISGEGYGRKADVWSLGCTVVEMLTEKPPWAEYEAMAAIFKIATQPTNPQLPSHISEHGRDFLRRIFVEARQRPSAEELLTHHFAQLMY
pCIP destab – p/CIP-EGFP fusion destabilizers, primary screen, fluorescence, F442A cells; decrease of EGFP signal, % at 10 µM; 16 h; 0.01% of 290,000 active; Q05BA5;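 active = EGFP signal decrease of at least 30% at 10 µM or well 3 SD below plate mean, unless failing retest; inactive = the rest, including hits failing retest or dose response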; also: some compounds called inactive have numbers as strong as hits; many of its hits are not listed in these tables
UBC9 SUMO inh – inhibitors of in vitro SUMOylation cascade, primary screen, biochemical, HTRF, uHTS; HTRF SUMOylation assay, SAE1/SAE2 + UBC9; AID 2006, 2009; 0.36% of 290,000 active; SUMO-conjugating enzyme UBC9 (Homo sapiens), P63279; inhibition, % at 35 µM; in the data active = inhibition above about 50%, passing the limit was not always enough; also: strong numbers were not always called active
Target sequence (P63279 whole entry, looked up): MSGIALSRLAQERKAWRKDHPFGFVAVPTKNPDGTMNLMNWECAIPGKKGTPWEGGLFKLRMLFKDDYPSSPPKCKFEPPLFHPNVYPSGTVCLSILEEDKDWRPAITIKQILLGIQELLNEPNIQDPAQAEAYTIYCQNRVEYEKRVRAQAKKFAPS
IDE act – human IDE activators in live cells, primary screen, fluorescence polarization, HEK cells, FAbeta-B substrate. Insulin-degrading enzyme (Homo sapiens), P14735. FAbeta-B cleavage; 0% vehicle, 100% cell-free pure enzyme wells. activation, % at 5.96 µM. 0.073% of 340,000 active;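 active = activation above the mean of all tested compounds plus 3 SD, set per screening campaign, cut at about 17% in these data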
PfM18AAP inh – PfM18AAP inhibitors, malaria aminopeptidase, primary screen, biochemical, QFRET, recombinant enzyme. AID 1822, 2009. M18 aspartyl aminopeptidase (Plasmodium falciparum 3D7). H-Glu-NHMec fluorogenic cleavage. 1.2% of 290,000 active. inhibition, % at 7.35 µM;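 active = inhibition above the campaign mean inhibition over all tested compounds plus 3 SD, cut at about 28% in these data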;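 also: 0% = plate median of test compound wells and 100% = 2 mM ZnCl2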
MEKK2wt PB1 HTS – modulators of MEK5 binding to wildtype MEKK2, primary screen, biochemical, multiplex bead flow cytometry, Alexa488-MEK5 | Alexa488-MEK5 binding to MEKK2 WT; actives lie on both sides | 1.1% of 290,000 active | AID 1531, 2009 | Mitogen-activated protein kinase kinase kinase 2 (Homo sapiens), Q9Y2U5 | binding response (% of control), % at 10 µM; in the data active = binding response below about 67% or above about 130%
NALP1 inh – NALP1 inflammasome inhibitors in reconstituted yeast, colorimetric, S. cerevisiae, triplicate retest. S. cerevisiae NALP1/ASC/caspase-1 growth, X-gal OD620, 72 h. 0.61% of 280,000 active. inhibition, % at 10 µM. AID 2071, 2009; in the data active = inhibition mostly above about 24%, no sharp cut-off; inactive = mostly below about 32%; also: some compounds called inactive have numbers as strong as hits
IDE cell inh – human IDE inhibitors in live cells, primary screen, fluorescence polarization, HEK cells, FAbetaB substrate. inhibition, % at 5.59 µM. FAbetaB cleavage. 0.41% of 320,000 active. Insulin-degrading enzyme (Homo sapiens), P14735. AID 434962, 2010;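 active = percent inhibition above the average of all tested compounds plus 3 SD, set per screening campaign, cut at about 16% in these data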;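 also: IDE supplied by intact live HEK cells; FP after avidin binding of uncleaved biotin substrate so inhibition keeps polarization high; 0% = DMSO wells and 100% = 60 µM reference IDE inhibitor Ii1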
MEKK2mut PB1 HTS – MEK5 binding signal on mutant MEKK2 PB1, primary screen, biochemical, multiplex bead flow cytometry, Alexa488-MEK5 | Alexa488-MEK5 binding to MEKK2 mutant | 0.35% of 290,000 active | percent response, % at 10 µM; in the data active = percent response above about 24%, passing the limit was not always enough; also: inactives centre near 1; some results filed as inactive read as strong as hits; reference of the scale not given here
* marks the source's active call; other numbers are inactive results; . = no result given. The list is partial; the hit share may differ from the screen's.

SMILES | MEKK3 PB1 HTS | pCIP destab | UBC9 SUMO inh | IDE act | PfM18AAP inh | MEKK2wt PB1 HTS | NALP1 inh | IDE cell inh | MEKK2mut PB1 HTS
c1ccc(-c2noc(C3CCCCC3)n2)nc1 | 101 | -7 | 8 | 4 | -5 | 106 | 32 | -1 | 5
CN1CCN(c2ccccc2NC(=O)C(Cc2ccccc2)n2cccc2)CC1 (stereo not drawn) | 115 | 3 | 10 | 2 | 0 | 126 | 17 | 7 | 15
Cc1cc(N2CCN(c3nnnn3-c3ccccc3)CC2)n2ncnc2n1 | 104 | -6 | -8 | -1 | -1 | 105 | 3 | 3 | 3
Cc1cc(NC(=O)c2cccc(COc3ccc(Br)cc3)c2)no1 | 102 | -13 | 11 | 2 | 5 | 106 | 11 | -2 | 6
c1cncc(-c2nc(NCC3COc4ccccc4O3)c3ccccc3n2)c1 (stereo not drawn) | . | -19 | 14 | -9 | 0 | . | -2 | -4 | .
Cc1cc(C)c(S(=O)(=O)N(C)CC(=O)NCc2ccncc2)c(C)c1 | 95 | -10 | 13 | 2 | 6 | 82 | 9 | 2 | -14
Cc1ccc2nc3c(c(Nc4ccc5c(c4)OCCO5)c2c1)CCC3 | 93 | -13 | 7 | 2 | 12 | 105 | 43 | -1 | -2
COCc1cc(C)nc2sc(C(=O)N3CCN(c4ccccc4)CC3)c(N)c12 | 104 | -17 | 19 | 4 | 5 | 104 | 2 | 6 | 7
CN(C)CCNC(=O)Cc1ccc([N+](=O)[O-])cc1 | 99 | -5 | -1 | 11 | 2 | 106 | 26 | 0 | 0
CCn1cc(S(=O)(=O)Nc2nc3ccc(OC)cc3s2)cn1 | 102 | 6 | -27 | 5 | -1 | 102 | -3 | -4 | -1
Cc1ccc(C(=O)Nc2ccc3ccccc3c2)cc1 | 104 | -10 | 16 | -5 | 7 | 107 | 7 | 1 | 4
CC(O)c1n(C)c(Cl)c[n+]1C (stereo not drawn) | . | -8 | -2 | 1 | -2 | . | -16 | -1 | .
CC(C(=O)NN)c1ccc([N+](=O)[O-])cc1 (stereo not drawn) | 106 | 4 | 11 | 7 | 7 | 105 | -35 | 2 | 2
COC(=O)c1cc(Br)c(=O)n(Cc2ccc(C(=O)O)cc2)c1 | 106 | -5 | 18 | 7 | -11 | 107 | 10 | 5 | 12
O=S(=O)(c1ccccc1)c1cccc(S(=O)(=O)N2CCCCC2)c1 | 102 | -42 | 9 | 0 | -5 | 102 | 0 | 11 | 4
Cc1cc(=O)n2c(n1)NC(Nc1cccc(C)c1C)=NC2c1ccccc1 (stereo not drawn) | 96 | -6 | 27 | 1 | -8 | 97 | -10 | 3 | -6
O=C(NC(Cc1c[nH]c2ccccc12)C(=O)N/N=C/c1ccc(Cl)cc1)c1cccs1 (stereo not drawn) | 104 | -19 | -6 | -4 | 3 | 97 | 5 | 8 | -1
COC(=O)C(NC(C)=O)(Nc1ccc(C)cn1)C(F)(F)F (stereo not drawn) | 96 | -13 | -13 | 1 | 6 | 102 | 30 | -4 | -4
COC(=O)c1nc(N)sc1-c1ccc(Cl)cc1 | 109 | 5 | 8 | 4 | -8 | 106 | -5 | 0 | -1
O=C(O)c1cccc(S(=O)(=O)Nc2ccc3c(c2)OCO3)c1 | 107 | -11 | 8 | 1 | 5 | 109 | -5 | 0 | 0
O=C(NCc1ccco1)/C(=C/c1cccc([N+](=O)[O-])c1)NC(=O)c1ccco1 | 100 | 1 | 13 | 1 | -10 | 98 | 14 | 1 | -2
O=C(CSc1nnc(CNC(=O)c2ccccc2)o1)NCc1ccc(F)cc1 | 106 | -4 | 12 | -4 | 1 | 107 | 14 | 6 | 8
O=C(Cn1nnc2ccccc21)N/N=C\c1cccs1 | 103 | -2 | 8 | 7 | 2 | 107 | 20 | 2 | 11
CCOc1ccc(C(=O)NC(C(=O)NCC2CCCO2)C(C)C)cc1 (stereo not drawn) | 87 | 5 | -4 | -2 | -2 | 85 | 12 | 3 | -10
COc1cc(OC)c(NC(=O)C2CCN(S(=O)(=O)c3ccc4c(c3)CC(C)N4C(C)=O)CC2)cc1Cl (stereo not drawn) | 101 | -19 | 7 | 6 | 5 | 100 | 14 | -3 | 1
Additional structures
SMILES | MEKK3 PB1 HTS | pCIP destab | UBC9 SUMO inh | IDE act | PfM18AAP inh | MEKK2wt PB1 HTS | NALP1 inh | IDE cell inh | MEKK2mut PB1 HTS
CCNC(=O)CSC1=N/C(=C\c2ccc(O)c(OCC)c2)C(=O)N1c1ccc(OC(F)F)cc1 | 100 | -24 | 29 | -56 | 15 | 98 | 1 | 70* | -3
COc1ccc(/C=N/NC(=O)c2nnn(-c3nonc3N)c2-c2cccc(OC)c2)cc1 | 101 | -8 | 4 | -4 | -1 | 97 | 6 | -6 | -1
CCOCCCNS(=O)(=O)c1ccc(NC(=O)N2c3ccccc3Sc3ccccc32)cc1 | 102 | -1 | -18 | 1 | -1 | 95 | 13 | 0 | -1
COc1ccc(N(C(=O)c2csnn2)C(C(=O)NC2CCCC2)c2ccccc2)cc1 (stereo not drawn) | 99 | -3 | 0 | -3 | -2 | 97 | -12 | 8 | 1
Cc1nn(S(=O)(=O)c2ccc(Cl)cc2)c(C)c1S(=O)(=O)N1CCOCC1 | 101 | -12 | 15 | 3 | -12 | 101 | 12 | 2 | -1
COc1ccc(C(=O)CN2C(=O)C(C)(C)Oc3ccc(C(=O)N4CCCCCC4)cc32)cc1 | 97 | 0 | 17 | 1 | 4 | 98 | 20 | 0 | 3
O=C(NCc1ccccn1)NC12CC3CC(CC(C3)C1)C2 | 99 | 2 | 3 | 4 | -2 | 96 | 9 | -8 | 1
CCCCN1C=CC(=C2C(=O)c3ccccc3C2=O)C=C1 | 96 | -10 | -10 | 0 | 3 | 91 | 29 | -4 | -6
COc1ccc(S(=O)(=O)Nc2ccc3c(c2)OCO3)cc1OC | 102 | 1 | -12 | -3 | 4 | 94 | 21 | 1 | -1
COc1ccc(/C=N/NS(C)(=O)=O)c(OC)c1 | 121 | -7 | 9 | 6 | -7 | 104 | 22 | 1 | 1
O=C(NCc1ccc2c(c1)OCO2)c1cccc(C(=O)NCc2ccc3c(c2)OCO3)c1 | 105 | -6 | 4 | 5 | 6 | 104 | 21 | 0 | 5
C=CC[n+]1ccc2ccccc2c1C | 103 | 15 | 5 | -2 | -1 | 100 | -2 | 2 | 3
Cc1cc(C)c2c(n1)SCC(=O)N2CC(=O)Nc1ccc(Br)c(C)c1 | 104 | -2 | 12 | 2 | -10 | 104 | 21 | 1 | -1
COc1ccc(NC(=O)Nc2ccccc2SC)c(OC)c1 | 100 | -4 | 9 | 4 | 5 | 97 | 14 | 4 | -1
CCN(CC)S(=O)(=O)c1ccc(OC)c(NC(=O)c2ccc(OC)c([N+](=O)[O-])c2)c1 | 102 | . | . | -5 | -5 | 101 | . | 4 | 0
Cc1ccc(S(=O)(=O)N2CCC(N3CCCCCC3)CC2)cc1 | 103 | 3 | -37 | 2 | 0 | 114 | -41 | 5 | 11
CCOc1ccccc1N1CCN(C(=O)c2c(-c3ccccc3Cl)noc2C)CC1 | 105 | -11 | -12 | -1 | 3 | 106 | 15 | 0 | -1
O=c1[nH]c(=O)n(Cc2ccccc2)c2nc(-c3cccs3)n(CCO)c12 | 99 | -5 | 16 | . | 2 | 99 | 8 | -2 | 3
O=C(C1=C(O)C(=O)N(Cc2ccco2)C1c1ccccc1)c1cccs1 (stereo not drawn) | 111 | -15 | 30 | 0 | 8 | 109 | -6 | 9 | 4
CC(C)c1nnc(NC(=O)CCC2CCCCC2)s1 | 99 | 7 | 1 | 5 | -2 | 104 | 20 | 0 | 0
O=S(=O)(/N=C(\[O-])C[n+]1ccccc1)c1ccc(Cl)cc1 | 109 | -9 | 15 | 2 | -14 | 103 | 9 | 4 | 3
CCn1cc(C(=O)NCCCN2CCCC(C)C2)c(=O)c2cc(S(=O)(=O)N3CCOCC3)ccc21 (stereo not drawn) | 98 | -12 | 5 | -2 | 16 | 101 | -3 | 5 | 5
Cc1cccc(N2CCN(C(=O)c3cc(=O)[nH]c4ccccc34)CC2)c1C | 101 | -4 | 7 | -7 | 1 | 91 | 13 | -3 | -10
CC(CCn1cccn1)NC(=O)CCc1nnc(CCc2ccccc2)o1 (stereo not drawn) | 100 | -5 | 28 | 0 | -9 | 94 | -2 | 6 | -10
N#C/C(=C(/O)COC(=O)CCC1CCCCC1)c1nc2ccccc2[nH]1 | 104 | 9 | 21 | 1 | 2 | 111 | . | 4 | 4

Quoted at random: five records from the list, in no set order.
SMILES | MEKK3 PB1 HTS | pCIP destab | UBC9 SUMO inh | IDE act | PfM18AAP inh | MEKK2wt PB1 HTS | NALP1 inh | IDE cell inh | MEKK2mut PB1 HTS
CCOCCCNS(=O)(=O)c1ccc(NC(=O)N2c3ccccc3Sc3ccccc32)cc1 | 102 | -1 | -18 | 1 | -1 | 95 | 13 | 0 | -1
COc1ccc(N(C(=O)c2csnn2)C(C(=O)NC2CCCC2)c2ccccc2)cc1 (stereo not drawn) | 99 | -3 | 0 | -3 | -2 | 97 | -12 | 8 | 1
CCn1cc(C(=O)NCCCN2CCCC(C)C2)c(=O)c2cc(S(=O)(=O)N3CCOCC3)ccc21 (stereo not drawn) | 98 | -12 | 5 | -2 | 16 | 101 | -3 | 5 | 5
O=C(C1=C(O)C(=O)N(Cc2ccco2)C1c1ccccc1)c1cccs1 (stereo not drawn) | 111 | -15 | 30 | 0 | 8 | 109 | -6 | 9 | 4
COc1ccc(S(=O)(=O)Nc2ccc3c(c2)OCO3)cc1OC | 102 | 1 | -12 | -3 | 4 | 94 | 21 | 1 | -1

Remaining list, next part:
SMILES | MEKK3 PB1 HTS | pCIP destab | UBC9 SUMO inh | IDE act | PfM18AAP inh | MEKK2wt PB1 HTS | NALP1 inh | IDE cell inh | MEKK2mut PB1 HTS
Cc1cnc(C(=O)OC(C)C(=O)Nc2ccc3c(c2)OCCO3)cn1 (stereo not drawn) | 101 | 2 | 8 | 7 | 0 | 101 | 12 | -3 | -3
Cn1ccnc1SCC(=O)Nc1cc(S(=O)(=O)N2CCOCC2)ccc1Cl | 97 | 2 | -5 | -1 | 1 | 98 | 18 | 5 | 1
O=C(Cc1ccccc1)Nc1ccc(NC(=O)c2cccs2)c(Cl)c1 | 106 | -3 | 19 | 1 | -4 | 103 | 23 | 1 | 1
COc1ccc(NC(=O)Nc2nnc(-c3ccccc3F)s2)cc1 | 102 | 2 | 17 | -1 | -6 | 105 | -4 | -3 | 1
Cc1ccc(NC(=O)c2noc3c2CCCCC3)cc1C | . | -8 | -7 | 4 | 5 | . | 11 | -3 | .
COc1ccccc1/C=C1\S/C(=N/NC(=O)c2cccc(Br)c2)NC1=O | 100 | -14 | 31 | 6 | 3 | 96 | -19 | 1 | -1
Cc1cc2n(n1)SC(Nc1ccc(F)c(Cl)c1)N2 (stereo not drawn) | 112 | 3 | 0 | 0 | 12 | 101 | 4 | 9 | 2
COc1ccc(OC)c(S(=O)(=O)N2CCC(C(=O)NCCC3=CCCCC3)CC2)c1 | 99 | 2 | 14 | 5 | 0 | 94 | -2 | 5 | -1
CC(C)c1ccc(OCC(=O)NCc2ccccc2)cc1 | 103 | -13 | 0 | 1 | 5 | 102 | 5 | -2 | 10
